# Rv3671c protease – Rv3671c (M. tuberculosis) protease inhibition. P9WHR9. inhibition, % at 5.96 µM. 320,000 compounds, 0.048% hits; in the data active = inhibition above about 38%;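 note: extracellular domain of Rv3671c used as enzyme; 0% = enzyme with DMSO and 100% = no enzyme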
# Target sequence (P9WHR9 whole entry, looked up, the tested form may be a part): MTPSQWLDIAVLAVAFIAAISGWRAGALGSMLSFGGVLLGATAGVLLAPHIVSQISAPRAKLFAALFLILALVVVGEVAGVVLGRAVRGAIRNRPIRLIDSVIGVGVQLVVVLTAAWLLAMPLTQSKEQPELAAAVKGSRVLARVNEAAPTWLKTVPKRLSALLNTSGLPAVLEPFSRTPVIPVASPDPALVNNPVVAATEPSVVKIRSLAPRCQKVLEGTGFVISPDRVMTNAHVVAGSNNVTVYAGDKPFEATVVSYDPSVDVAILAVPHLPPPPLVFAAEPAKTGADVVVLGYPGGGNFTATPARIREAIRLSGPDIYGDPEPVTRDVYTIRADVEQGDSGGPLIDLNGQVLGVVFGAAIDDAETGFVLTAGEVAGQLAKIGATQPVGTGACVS
# VHR inh abs – DUSP3 (human) phosphatase inhibition | P51452 | recombinant VHR phosphatase, pNPP absorbance | inhibition, % at 13.3 µM | 290,000 compounds, 0.52% hits | AID 1654; in the data active = inhibition above about 50%; note: some compounds called inactive have numbers as strong as hits
# Target sequence (P51452 whole entry, looked up): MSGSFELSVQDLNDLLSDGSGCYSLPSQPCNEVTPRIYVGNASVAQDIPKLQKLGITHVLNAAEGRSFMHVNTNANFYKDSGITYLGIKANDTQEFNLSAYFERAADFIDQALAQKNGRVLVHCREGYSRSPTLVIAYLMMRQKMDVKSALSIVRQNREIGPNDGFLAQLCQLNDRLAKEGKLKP
# MazF activator – MazEF (E. coli) toxin RNase activation | activation, % at 20 µM | FAM/BHQ RNA-DNA oligo cleavage fluorescence, 5 h | P0AE70 | 350,000 compounds, 0.32% hits; in the data active = activation above about 50%
# Target sequence (P0AE70 whole entry, looked up): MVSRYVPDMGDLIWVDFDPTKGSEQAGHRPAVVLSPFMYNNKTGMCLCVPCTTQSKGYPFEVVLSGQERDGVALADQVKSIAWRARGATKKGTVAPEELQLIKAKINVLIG
# GDH-TPI inh – inhibits GDH-TPI coupling enzymes, artifact for Mtb FBA screen | GDH-TPI coupled enzyme counterscreen, NADH absorbance | 360,000 compounds, 1.2% hits | inhibition, % at 4.8 µM; in the data active = inhibition above about 30%;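 note: 0% = DMSO wells and 100% = wells lacking the enzyme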
# BH1578 lux ind – quorum light induction in luxS cqsA deficient V. cholerae. V. cholerae BH1578 lux reporter, luminescence, 6 h. activation, % at 18.7 µM. 350,000 compounds, 0.16% hits. AID 588436; in the data active = activation mostly above about 9.7%, no sharp cut-off; note: not every result past the cut was called active; inactives centre near 0; reference of the scale not given here
# Mtb UGM inh – inhibitors of M. tuberculosis UDP-galactopyranose mutase | inhibition, % at 10 µM | AID 504406 | purified UGM, fluorescence polarization probe displacement | P9WIQ1 | 320,000 compounds, 0.06% hits; in the data active = inhibition above about 10%, passing the limit was not always enough
# BioA inh – BioA (M. tuberculosis) enzyme inhibition. purified M. tuberculosis BioA enzyme, plate reader. inhibition, % at 9.99 µM. 360,000 compounds, 0.096% hits. AID 602481; in the data active = inhibition above about 40%
# 3CLpro inhibitor – SARS-CoV 3CLpro protease inhibition; P0C6X7; recombinant SARS-CoV 3CLpro, quenched FRET peptide cleavage; inhibition, % at 6 µM; 290,000 compounds, 0.14% hits; AID 1706; in the data active = inhibition above about 12%
# FBA Mtb inh – Mtb fructose-bisphosphate aldolase inhibition; AID 588726; P9WQA3; 360,000 compounds, 2.3% hits; purified M. tuberculosis FBA, fluorescence read-out; inhibition, % at 1 µM; in the data active = inhibition above about 27%;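 note: 0% = vehicle and 100% = reference inhibitor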
# Target sequence (P9WQA3 whole entry, looked up): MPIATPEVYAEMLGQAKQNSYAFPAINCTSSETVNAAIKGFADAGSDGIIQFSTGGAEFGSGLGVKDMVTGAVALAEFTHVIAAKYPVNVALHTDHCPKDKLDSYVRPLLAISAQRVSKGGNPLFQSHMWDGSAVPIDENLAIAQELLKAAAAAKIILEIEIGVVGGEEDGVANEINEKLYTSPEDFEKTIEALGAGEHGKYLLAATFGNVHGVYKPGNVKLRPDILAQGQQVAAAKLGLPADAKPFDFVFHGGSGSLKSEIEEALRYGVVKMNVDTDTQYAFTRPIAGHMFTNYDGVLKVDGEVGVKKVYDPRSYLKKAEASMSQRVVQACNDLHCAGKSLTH
# SSB-PriA inh – K. pneumoniae PriA-SSBct interaction inhibition. AlphaScreen SSBct-PriA binding, biotinylated peptide. inhibition, % at 33 µM. 430,000 compounds, 0.6% hits; in the data active = inhibition mostly above about 37%, no sharp cut-off; inactive = mostly below about 20%;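 note: plate controls were negative control peptide for no effect and reference peptide for full effect; strong numbers were not always called active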
# Starred values were filed as active, the others as inactive; i = inactive; x = no result given; & = joins results of further samples.
# Fields: Rv3671c protease	VHR inh abs	FBA Mtb inh	SSB-PriA inh	3CLpro inhibitor	GDH-TPI inh	BH1578 lux ind	BioA inh	MazF activator	Mtb UGM inh
CC1(C(=O)NS(=O)(=O)c2cccc(F)c2)CCN1C(=O)c1ccccc1CCc1ccccc1 (configuration not stated)
→ x	x	5	x	x	14	0.4	-3.6	x	x
COc1cccc(C2CC(=O)Nc3cc(C)c(C)cc32)c1 (configuration not stated)
→ x	x	0	x	x	9	i	-0.5	8	x
COc1ccc(CCNC(=O)CCN2C(=O)[C@@H]3Cc4ccccc4CN3C2=O)cc1OC
→ 4	6	-1	-12	0	7	-0.3	-0.1	7	1.3
CCOc1ccc(NC(=O)COc2ccc(C(=O)NCc3cccnc3)cc2OC)cc1
→ -3	x	4	-4	x	-3	i	x	1	1.7
O=C1C2C3C=CC(C4CC34)C2C(=O)N1Cc1ccccc1 (configuration not stated)
→ -4	7	-3	-7	-1	-7	i	x	9	0.1
Cc1ccc(OC(F)F)c(N2C(=O)C3C4CCC(O4)C3C2=O)c1 (configuration not stated)
→ 4	x	3	-18	x	2	11	0.7	6	0.1
COCC(=O)N(C)c1nnc(-c2cnccn2)s1
→ 2	18	7	-3	-3	25	7.7	-1.2	8	-0.6
CC(CC(=O)OCC(=O)Nc1ccc2[nH]c(=O)[nH]c2c1)c1ccccc1 (configuration not stated)
→ -10	x	0	2	x	4	-0.4	-2.1	-15	-0.9
CCn1c(CC(=O)Nc2ccc(C)cc2)nnc1SCC(=O)N1CCN(c2ccccc2)CC1
→ 3	24	-2	-7	6	-4	i	-3.5	-7	2.4
CCc1nc2c(OCc3cccc(Cl)c3)cccn2c1N(C)C(=O)C1CC1
→ x	x	3	x	x	12	-0.8	4.3	x	x
Cn1c(=O)n(Cc2ccc(Cl)cc2)c2ccccc21
→ -5	19	0	-24	4	9	-6.7	1.1	4	-0.6
Cc1cc(C)c(NC(=O)c2cn3c4c(c(N5CCN(C)CC5)c(F)cc4c2=O)OCC3C)c(C)c1 (configuration not stated)
→ -7	2	28*	-8	1	6	-0.4	-0.3	18	x
Cc1cc2c(cc1S(=O)(=O)N1CCN(c3cccc(C(F)(F)F)c3)CC1)OCC(=O)N2
→ -8	-2	0	-2	5	4	-0.6	-1.1	-13	4.5
COc1cccc(C(=O)NC(=O)Nc2cc(C)[nH]n2)c1
→ -14	-1	0	-1	4	3	i	x	6	-1.1
COc1cccc(CN2CCN(C(=O)C3CCC(=O)N(C4CCCC4)C3)CC2)c1 (configuration not stated)
→ 4	51*	2	-1	-4	-3	0.0	-1.2	1	2.9
CC(=O)NS(=O)(=O)c1ccc(NC(=O)COc2cccc3c2OC(C)(C)C3)cc1
→ -1	x	0	-6&-4	x	-3	i	-1.2	5	-0.7
CNCc1ccccc1OCC(=O)Nc1ccccc1OC
→ -7	21	1	-12	3	3	-0.4	-3.2	-1	-5.6
COc1ccc2c(c1)[C@]13CCCCC1C(C2)N(C)CC3 (some centres not stated)
→ 4	x	0	-2	x	-5	-11	2.8	0	0.5
Cc1cc(Cl)cc(Br)c1OCCCN1C(=O)NC(C)(C)C1=O
→ -10	22	0	-16	-1	2	-2.1	0.7	-6	-1.0
Cn1c(=O)n(C)c2cc(NS(C)(=O)=O)ccc21
→ 4	-6	0	-1	4	7	i	-1.1	2	5.6
CCOc1cc(C(=O)NCc2ccccc2)ccc1OCC(=O)N1CCCCC1
→ -5	x	4	-4	x	-6	i	-1.6	-4	0.0
Cn1cccc1/C=N/NC(=O)c1cccc(OC(F)(F)C(F)F)c1
→ 9	4	-2	x	-2	24	-0.2	x	2	-0.1
CC(NC(=O)C(=O)NCC1CCCO1)c1ccccc1 (configuration not stated)
→ 4	7	1	1	0	-3	-0.3	x	8	1.2
Cc1cccc(NCc2ccc([N+](=O)[O-])s2)c1
→ 0	-7	-1	15	1	7	-0.4	-0.9	6	4.2
COc1ccc(S(=O)(=O)CCC(=O)N2CCN(c3cccc(Cl)c3)CC2)cc1
→ -10	35	1	-5	0	7	-0.2	0.6	11	0.2
O=C1/C(=C/c2ccc(F)cc2)CCC1C1CCCC1 (configuration not stated)
→ 3	-5	0	-4	2	3	1.6	0.4	4	1.8
O=C(NC(=S)Nc1cccnc1)c1cccc(Cl)c1
→ x	x	-2	x	x	9	-0.3	3.8	1	x
CCCCCCNC(=O)Cc1nc2nc(C)cc(C)n2n1
→ 3	13	0	-5	-1	5	i	x	-3	1.2
Cc1ccc(S(=O)(=O)c2nnn3c2nc(N2CCN(c4ccccn4)CC2)c2ccccc23)cc1
→ -15	18	4	-15	-7	1	-0.2	-0.2	-32	0.1
Cc1cc(OCC(=O)N(Cc2ccco2)c2c(N)n(Cc3ccccc3)c(=O)[nH]c2=O)ccc1Cl
→ -30	x	0	-4	x	2	i	-1.3	-5	2.2
Cc1cc(C)nc(NS(=O)(=O)c2ccc(NC(=S)NC(=O)C(C)C)cc2)n1
→ 4	9	1	5	-1	11	-3.2	-5.1	-5	-1.5
O=c1[nH]c(Cn2nnc(-c3ccccc3)n2)nc2scc(-c3ccccc3)c12
→ -32	25	4	-11	-6	5	i	-2.2	-9	2.4
COc1ccc(N(C)C(=O)Cc2c(C(=O)O)n(C)c3ccccc23)cc1
→ -4	-1	1	-7	-3	2	-0.9	-5.3	0	-2.7
CCOC(=O)[C@]12Cc3cc(Cl)ccc3[C@H]1N(Cc1ccccc1)C(=O)c1ccccc12
→ x	x	0	-2	x	-9	i	-0.8	3	x
CCOc1ccc(C(c2c(O)nc(SC)[nH]c2=O)c2c(O)nc(SC)[nH]c2=O)cc1
→ 4	x	-3	-15	x	5	i	-1.1	-18	2.3
Cc1ccc(OCCNC(=O)c2cc(=O)[nH]c3ccccc23)cc1
→ 12	11	5	2	3	2	-0.2	x	-5	-0.1
CN1C2C=C3C(C#N)=C(N)C(C#N)(C#N)[C@@H](c4cccc(F)c4)[C@@H]3C1CC2 (some centres not stated)
→ -9	28	11	-3	-4	7	i	0.6	3	1.6
CC(NCc1ccccc1Cl)C(=O)Nc1ccc(S(=O)(=O)N2CCCC2)cc1 (configuration not stated)
→ -3	-2	6	5	2	-2	1.6	x	1	x
COc1cccc(-c2nn(-c3ccccc3)cc2/C=C(/NC(=O)c2ccccc2)C(=O)O)c1
→ 0	-6	-1	-2	6	12	-0.3	0.6	-1	4.7
O=C(Cn1c(CN2CCCCC2)nc2ccccc2c1=O)NCc1ccco1
→ -4	-3	-1	-3	2	1	i	-1.5	1	-0.2
CN1CCC(C2(O)c3ccccc3CSc3sccc32)CC1 (configuration not stated)
→ -10	-9	-10	-14	-3	-6	x	-1.4	7	4.3
COc1ccc(S(=O)(=O)NCC(=O)N(Cc2ccco2)C(C(=O)NC(C)(C)C)C(C)C)cc1 (configuration not stated)
→ -9	-9	4	-17	-2	-4	-0.2	-4.1	2	0.8
Nc1c(C(=O)c2ccc(Br)cc2)oc2ccccc12
→ -2	1	-1	-5	1	13	i	-1.3	7	-0.4
CC(C)(CNC(=O)c1sc2cc(F)ccc2c1Cl)N1CCOCC1
→ 10	-6	2	-4	2	-1	-0.8	0.5	2	1.3
CCN1C(=O)[C@H]2[C@@H](c3ccc(-c4ccccc4)c(OC)c3)N[C@@](Cc3ccccc3)(C(=O)OC)[C@H]2C1=O
→ 9	x	7	-3	x	8	i	-2.0	6	-1.4
CCOc1ccc(CNC2CCCc3ccccc32)cc1 (configuration not stated)
→ -13	17	4	-3	2	0	i	x	4	2.5
CC(C)CN(C(=O)CSc1nncs1)c1c(N)n(CC(C)C)c(=O)[nH]c1=O
→ 7	12	2	-12	-6	-3	5.3	-0.5	0	-2.0
O=C(NCCCn1ccnc1)/C(=C\c1cccs1)NC(=O)c1ccccc1
→ 2	4	1	-3	1	16	-0.4	-0.8	5	-1.6
O=C(CSc1nc2ccccc2c(=O)n1CC1CCCO1)NCc1ccc2c(c1)OCO2 (configuration not stated)
→ 0	14	5	-6	-1	5	-0.4	x	-10	-4.1
O=C(Cc1ccccc1)Nc1ccccc1CO
→ -2	5	1	-8	-2	-4	-3.7	-1.9	-4	-2.3
CCOc1cc(NS(C)(=O)=O)c(OCC)cc1NC(=O)c1cccs1
→ -3	10	2	3	2	11	x	0.7	8	2.6
Cc1ccc[n+](CC(=O)c2cc3ccccc3oc2=O)c1
→ -8	21	-3	7	-4	-6	-1.5	x	-3	1.1
O=C(CNc1ccc(Br)cc1)Nc1ccc(S(=O)(=O)N2CCCC2)cc1
→ -5	x	-4	4	x	14	-0.3	-0.4	-1	-0.7
CCOC(=O)c1cn(Cc2ccc(Cl)cc2Cl)c2cc(C)nn2c1=O
→ 1	14	29*	-24	1	4	-1.7	7.8	-4	-0.5
COc1cc(-c2nnc(-c3cccnc3)o2)cc(OC)c1OC
→ -1	7	3	-2&-11	6	12	i	x	-2	-2.4
CCOC(=O)C1CCN(C(=O)Cc2ccc(-c3ccccc3)cc2)CC1
→ -2	-2	-4	-19	2	-2	-0.2	0.1	-5	2.0
COCCn1cc(C(=S)N2CCCCC2)c2ccccc21
→ -1	-2	-6	6	0	2	i	x	7	-0.2
Cc1ccn2c(Cc3ccccc3)c(-c3ccc(F)cc3)nc2c1
→ x	x	16	x	x	11	-0.4	-0.9	-6	x
COc1ccc(NC(=O)CSc2nccn2Cc2ccco2)cc1OC
→ 1	23	4	-14	-2	0	-1.6	1.5	2	-0.2
COc1ccc(NC(=O)CCS(=O)(=O)c2ccccc2)c(OC)c1
→ -2	14	1	-4	3	4	-2.1	x	17	-3.1

# 2 compounds from above, reduced to GDH-TPI inh, SSB-PriA inh and MazF activator.
Molecule | GDH-TPI inh | SSB-PriA inh | MazF activator
CCOc1ccc(CNC2CCCc3ccccc32)cc1 (configuration not stated) | 0 | -3 | 4
Nc1c(C(=O)c2ccc(Br)cc2)oc2ccccc12 | 13 | -5 | 7

# Following part:
# Fields: Rv3671c protease	VHR inh abs	FBA Mtb inh	SSB-PriA inh	3CLpro inhibitor	GDH-TPI inh	BH1578 lux ind	BioA inh	MazF activator	Mtb UGM inh
CCC(C)NC(=S)NNC(=O)c1ccc(C(C)(C)C)cc1 (configuration not stated)
→ 6	18	3	-15	-4	10	i	x	-1	1.4
CCOC(=O)Cc1nnc2c(Nc3ccc(C)cc3)nc3nonc3n12
→ -1	16	-1	-7	-5	15	0.6	-2.1	-7	4.6
COc1ccc(C2CC(O)(c3ccccc3)Oc3c(C)ccc(C)c32)cc1 (configuration not stated)
→ -4	27	0	-9	x	5	0.5	-1.2	7	-1.2
O=C(Cn1ccc([N+](=O)[O-])n1)NCc1ccco1
→ 4	13	-6	-11	4	-2	5.0	-1.8	-5	-2.0
CC(=O)OCC(=O)Nc1ccc(C(C)=O)cc1
→ 9	20	2	-13	-1	10	i	4.5	-9	3.1
CC(C)NC(=O)COC(=O)c1cc(F)c(F)cc1Cl
→ 10	28	0	-9	4	5	i	-0.4	-2	-1.4
COc1cccc(CNc2nc3cc(-c4csc5ccccc45)sc3c(=O)n2C)c1
→ x	x	-1	x	x	13	-0.3	-0.3	x	x
CCOC(=O)C1CCCN(C/C(O)=C(\C#N)c2nc(-c3ccccc3)cs2)C1 (configuration not stated)
→ -9	-11	0	x	1	15	-1.5	0.0	2	1.2
O=C(COc1ccc(Cl)cc1)N1N=C(c2cccs2)CC1c1ccco1 (configuration not stated)
→ x	x	7	0	x	10	-0.9	-0.7	-8	x
CCc1ccccc1NC(=O)CCS(=O)(=O)c1ccc(Br)cc1
→ 2	18	0	-3	5	0	-0.4	-0.6	0	-0.9
c1ccc2oc(NC3=NCN(C4CCCCC4)CN3)nc2c1
→ 2	11	1	-4	2	4	-0.3	-0.1	5	-0.6
O=C(CN(Cc1ccco1)C(=O)Cn1nnc(-c2ccc(F)cc2)n1)NC1CCCC1
→ -5	12	2	2	-1	3	i	-0.4	0	-2.0

# Compound activity (PubChem)

# Some of the compounds tested; the hit share may differ from the screen's.
